# GSH bead fluor – GSH bead compound fluorescence profile | GSH beads flow cytometry, compound fluorescence 488/530 nm; stronger effect = higher value | 190,000 compounds, 0.25% hits | fluorescence (KMESF) at 10 µM; in the data active = fluorescence above about 89;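 note: glutathione beads carrying GST-tagged Bcl family fusion proteins plus one bare bead set; values are compound well signal with DMSO vehicle wells as background; inactives centre near 16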
# Mcl1 Noxa PPI – Mcl-1/Noxa interaction inhibition; Q07820; TR-FRET Mcl-1/Noxa peptide binding, 2 h; inhibition, % at 21.7 µM; 220,000 compounds, 1.5% hits;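 active = compounds that cut the protein-peptide binding signal by more than 50% relative to plate controls in a single-dose test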;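 note: His-tagged Mcl-1 with rhodamine Noxa BH3 peptide and terbium anti-His antibody; 0% = Mcl-1 plus Noxa peptide wells and 100% = peptide-only wells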
# Target sequence (Q07820 whole entry, looked up): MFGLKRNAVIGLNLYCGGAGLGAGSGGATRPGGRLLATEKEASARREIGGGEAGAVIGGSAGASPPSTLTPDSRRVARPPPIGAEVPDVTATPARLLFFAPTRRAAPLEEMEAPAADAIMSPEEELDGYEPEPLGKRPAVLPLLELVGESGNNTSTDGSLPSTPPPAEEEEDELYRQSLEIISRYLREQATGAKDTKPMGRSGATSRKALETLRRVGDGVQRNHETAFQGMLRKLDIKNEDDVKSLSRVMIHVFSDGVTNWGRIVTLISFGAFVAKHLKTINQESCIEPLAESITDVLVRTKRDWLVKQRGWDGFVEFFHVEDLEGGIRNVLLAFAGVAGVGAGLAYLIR
# Mcl1-Bid inh – Mcl-1/Bid interaction inhibition; inhibition, % at 21.7 µM; TR-FRET Mcl-1/Bid-Dy647 peptide binding, 1536-well; 220,000 compounds, 0.97% hits; Q07820;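 active = compounds that cut the binding signal by more than half at the single screening dose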;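 note: His-tagged Mcl-1 with europium anti-His antibody binding Bid BH3 peptide; 0% = Mcl-1 plus peptide wells and 100% = peptide-only wells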
# Avidin fluor – avidin bead compound fluorescence profile; Avidin beads, compound fluorescence 488/530 nm, flow cytometry; stronger effect = higher value; fluorescence (KMESF) at 10 µM; 220,000 compounds, 0.38% hits; in the data active = fluorescence above about 47; note: inactives centre near 10
# Numbers without * were called inactive; · = not tested or not shown.
smiles,Mcl1 Noxa PPI,Avidin fluor,GSH bead fluor,Mcl1-Bid inh
O=C(Nc1ccccc1-c1ccccc1)C(=O)Nc1ccccc1-c1ccccc1,-3,12,·,-10
NCCCC[C@H]1CNC(=O)C(=O)N1CCc1cc(C(F)(F)F)cc(C(F)(F)F)c1,28,9,·,0
Oc1ccc(Nc2ccnc3cc(Cl)ccc23)cc1,20,4,·,-10
CC(=O)Oc1ccc(OC(C)=O)c2c1CC(C)=C(C)C2,8,11,·,-54
COC(=O)CCC(=O)OC1(C)C(=O)C=C2C=C(C3CC3)N(C(CO)CO)C=C2C1=O (stereo unspecified),-17,7,·,-121
COC(=O)c1cccc(C23CC4(C2)[C@H](CN(Cc2cccnc2)[C@@H]4c2ccccc2)C3c2ccc(C(F)(F)F)cc2)c1 (stereo partly specified),2,24,·,-26
CCOC(=O)c1c(C)nc(C)c(C(=O)OCC)c1-c1cccnc1,9,6,·,-14
COc1cc(C)cc(C(=O)O)c1C1=C(O)c2cccc(O)c2C(=O)C1=O,26,8,·,-50
CCCCCc1nc2c(c3c1CCCC3)CCCC2,-6,7,·,-18
CC(C)C[C@@H]1NC(=O)[C@H](Cc2ccccc2)N(C)C(=O)[C@H](C)NC(=O)c2ccccc2NC(=O)[C@H](Cc2ccc(O)cc2)N(C)C1=O,4,7,·,-16
COc1ccc(-n2c(N)cc(=O)[nH]c2=O)cc1,-20,6,·,-28
C#CCOCCOCCOCCNc1nc(N2CCN(C(=O)[C@H](CCCCN)n3cc(C(N)CO)nn3)CC2)nc(N2CCN(C(=O)[C@H](CCC(=O)O)n3cc(C(N)CC(C)C)nn3)CC2)n1 (stereo partly specified),15,10,·,13
COc1ccc(Nc2ncnc3c2cnn3-c2cccc(C)c2)cc1OC,11,7,·,-44
CCN1CCN(Cc2ccc(NC(=O)c3ccc(C)c(NC(=O)c4ccno4)c3)cc2C(F)(F)F)CC1,12,9,·,-35
Cc1nc2sc(C(c3ccccc3)N3CCN(CCO)CC3)c(O)n2n1 (stereo unspecified),0,14,·,-60

# Additional entries:
smiles,Mcl1 Noxa PPI,Avidin fluor,GSH bead fluor,Mcl1-Bid inh
OC(COc1cccc2ccccc12)CN1CCN(c2ccc(Cl)cc2)CC1 (stereo unspecified),-14,5,·,2
NC(=O)CC(NC(=O)Cc1ccc(Br)cc1)c1ccc(N2CCN(c3ccc(F)cc3)CC2)c([N+](=O)[O-])c1 (stereo unspecified),21,9,·,-43
Cc1ccc(CCNC(=O)C2CC(c3cc(C(F)(F)F)cc(C(F)(F)F)c3)=NO2)cc1 (stereo unspecified),16,8,·,-20
Nc1ccc(N=Nc2ccccc2)c2ccccc12,0,3,·,-5
CC(O)[C@H]1CNC(=O)C(=O)N1CC(C)(C)C (stereo partly specified),14,8,·,-23
O=C(Nc1ccc2ccccc2c1)c1cccc(F)c1,-6,3,·,-7
C/C=C/C=C\C(=O)Nc1cccc(C2=NOC3(C2)C[C@@H](C(N)=O)N(C(=O)c2cc([N+](=O)[O-])cc([N+](=O)[O-])c2C)C3)c1 (stereo partly specified),35,17,·,7
CN(C)S(=O)(=O)N1C(=O)c2ccccc2C1=O,24,7,·,5
C=CCN1C=C2C(=O)C(C)(OC(=O)CCC(=O)OC)C(=O)C(Br)=C2C=C1c1ccc(OC)cc1 (stereo unspecified),13,7,·,-124
NCCCC[C@H]1CNC(=S)N1CC1(c2ccccc2)CC1,2,11,·,-106
O=C(NCc1nc2ccccc2[nH]1)C1=C[C@@H](c2ccc3c(c2)OCO3)C[C@@H](OCc2ccc(CO)cc2)O1,-1,9,·,-17
Nc1ccc(N=Nc2ccccc2Cl)c(N)n1,11,9,·,-50
CCCCNC(=O)Nc1ncn[nH]1,0,7,·,-12
O=C(Nc1ccc(Cl)c(Cl)c1)Nc1ccccc1O,15,0,·,-10
CC1Cc2ccccc2N1C(=O)CCn1c(=O)sc2ccccc21 (stereo unspecified),30,12,·,0

# Single values from the entries so far.
# In Mcl1-Bid inh, Nc1ccc(N=Nc2ccccc2Cl)c(N)n1 is entered as -50
# In Avidin fluor, CC1Cc2ccccc2N1C(=O)CCn1c(=O)sc2ccccc21 (stereo unspecified) is entered as 12
# In Avidin fluor, Nc1ccc(N=Nc2ccccc2)c2ccccc12 is entered as 3

# The listing continues.
smiles,Mcl1 Noxa PPI,Avidin fluor,GSH bead fluor,Mcl1-Bid inh
O=C(/C=C/c1ccc(O)c(O)c1)OC1C(O)CC(OC(=O)/C=C/c2ccc(O)c(O)c2)(C(=O)O)CC1O (stereo unspecified),16,3,·,-28
O=C(CC1SC(=Nc2ccc(O)cc2)NC1=O)Nc1ccccc1 (stereo unspecified),-1,9,·,-12
COC(C[C@H](O)C[C@H](O)[C@H](C)OCc1ccccc1)OC,-9,14,·,-20
C/C(=N\O)C1CCCCC1,1,7,·,-13
COc1ccc(CC(NC(C)=O)C(=O)NC2CCN(c3c4c(nc5ncnn35)CCC4)CC2)cc1OC (stereo unspecified),-6,7,·,-19
O=C(Nc1nnc(C(F)(F)F)s1)c1c(F)cccc1F,-1,8,·,4
NC(=O)Oc1cccc(OC(N)=O)c1,-1,6,·,-9
NC(=O)[C@H]1CC2(CC(c3cccc(NC(=O)[C@H]4CCC(=O)N4)c3)=NO2)CN1C(=O)c1cc([N+](=O)[O-])cc([N+](=O)[O-])c1 (stereo partly specified),-9,12,·,-42
CCOC(=O)Nc1ccc2nc(Sc3ccc(Cl)cc3)sc2c1,-7,8,·,-15
COC(C[C@H]1O[C@H]1[C@@H](O)[C@H](C)OCc1ccccc1)OC,0,8,·,-22
CC(O)[C@H]1CNC(=O)C(=O)N1CCC12CC3CC(CC(C3)C1)C2 (stereo partly specified),-29,10,·,-27
CC(=O)NCC(O)c1ccc([N+](=O)[O-])cc1 (stereo unspecified),4,5,·,-17
CCOc1ccccc1NS(=O)(=O)c1cn(C)c(=O)n(C)c1=O,-4,6,·,-9
C[C@H]1CCC[C@@]2(O[C@@H](CCO)C[C@@H](O)[C@@H]2O)O1,-1,12,·,2
CC(=O)c1sc2c(c1OC(=O)c1ccc(Cl)cc1Cl)c(=O)n(-c1ccccc1)c(=S)n2-c1ccccc1,11,5,·,-58

# Continuation.
smiles,Mcl1 Noxa PPI,Avidin fluor,GSH bead fluor,Mcl1-Bid inh
CCOC(=O)c1c(NC(=S)NC)sc2c1CCCC2,12,2,·,-22
Cn1c(=O)[nH]c(=O)c2c1nc(NC1CCCCC1)n2CCO,-46,9,·,-110
CCOC(=O)/C(C#N)=C/Nc1cc(C(=O)OCC)cc2c(OC)c(OC)ccc12,5,-1,·,2
O=C(Nc1ccc(O)c2c(=O)cc(-c3ccccc3Cl)oc12)c1ccc(Cl)c(Cl)c1,-12,6,·,-28
CCN(CC)CCC(c1ccc(N(C)C)cc1)c1c(O)cc(OC)cc1OC (stereo unspecified),2,8,·,-97
CCOc1ccc(/C=C2\CCc3ccccc3C2=O)cc1,-9,4,·,-5
CN1CCC(=C2c3ccccc3C(O)c3ccccc32)CC1 (stereo unspecified),-1,7,·,-32
COC(=O)C1=C(C(=O)OC)[C@@H]2N(C)c3ccccc3[C@@]23C[C@@H](C(=O)OC)N=C3N1,8,9,·,-71
Cc1ccc(SC[C@H](c2ccccc2)N2CCN(CC(C)C)CCC2=O)cc1,16,11,·,-25
CC1(OC(=O)CCc2ccccc2)C(=O)C=C2C=C(c3ccc(C#N)cc3)N(CCN3CCOCC3)C=C2C1=O (stereo unspecified),-1,8,·,-70
O=c1[nH]c(=S)[nH]cc1Oc1ccc(Cl)cc1Cl,0,9,·,-166
COc1ccc(-n2c(SCC(=O)N3CCOCC3)nnc2C(C)N2CCCCC2)cc1 (stereo unspecified),-6,7,·,-46
Cc1cccnc1NC(=S)Nc1ncccc1C,1,6,·,-31
COc1ccc(C2/C=C\CN(Cc3ccco3)CC(=O)N2Cc2ccc(F)cc2)cc1 (stereo unspecified),9,8,·,-63
Cc1cc(C)c(N)c(C(=O)O)c1,13,8,·,61*

# Remaining list, next part:
smiles,Mcl1 Noxa PPI,Avidin fluor,GSH bead fluor,Mcl1-Bid inh
CCOP(=O)(OCC)/C(C#N)=C/c1cc(OC)ccc1OC,7,5,·,-25
COc1cc(/C=C2\Oc3cc(O)ccc3C2=O)ccc1O,36,9,·,-83
CCN(CC)CCCN1C=C2C(=O)C(C)(OC(=O)C3CCCC3)C(=O)C(c3ccccc3)=C2C=C1CCCC(=O)OC (stereo unspecified),11,11,·,-73
CC(C)(C)CN1C(N)=NC[C@H]1Cc1ccc(O)cc1,20,11,·,1
Cc1ccc(-c2ccc([C@H]3[C@H]4C=CC[C@@H](C)[C@@H]4C(=O)N3Cc3ccccc3)c(F)c2)cc1,3,7,·,-2
C=C1SC(=Nc2c(C)cccc2Cl)N(C(=O)c2sc3ccccc3c2Cl)C12CCCCC2,-27,8,·,-16
Cc1ccc(C(C)C)c(OCC(=O)NN=C(CCl)CCl)c1,39,7,·,33
FC(F)(F)c1ccc(CN2C[C@@H]3C(c4ccc(Cl)nc4)C4(c5ccccc5)CC3(C4)[C@H]2c2ccccc2)cc1 (stereo partly specified),-21,9,·,-60
COc1cc(OC)c2c(-c3ccccc3)cc(=O)oc2c1C(CC(=O)N1CCOCC1)c1ccc2c(c1)OCO2 (stereo unspecified),-8,11,·,-19
Cc1nnc(SCCn2c(N3CCC(Cc4ccccc4)CC3)nc3c2c(=O)[nH]c(=O)n3C)s1,-3,7,·,-85
CCCOc1nc2c(c(=O)n(C)c(=O)n2C)n1C,7,3,·,-4
O=C(Nc1ccc(F)cc1)C(=O)c1c(O)[nH]c2ccc([N+](=O)[O-])cc12,-2,2,·,-36
O=C(c1cccnc1)N1CCN(c2ccccc2Cl)CC1,12,2,·,-10
COCCn1c(SCC(=O)N2CCN(c3ccccc3)CC2)nc2c(c1=O)SC(C)C2 (stereo unspecified),6,8,·,-130
O=C(Nc1ccc(Oc2ncnc3cc(Cl)ccc23)nc1)c1ccc(F)cc1,-4,6,·,1

# New compounds follow:
smiles,Mcl1 Noxa PPI,Avidin fluor,GSH bead fluor,Mcl1-Bid inh
C=CCC(CC)C(=O)NC(=O)N1CCCc2ccccc21 (stereo unspecified),4,4,·,-42
COc1ccc(OC)c(C2=NOC(C(=O)Nc3c(C)n(C)n(-c4ccccc4)c3=O)C2)c1 (stereo unspecified),0,7,·,-39
Cc1cccnc1NC(=O)c1csnn1,-5,8,·,-8
CN(C)c1ccc2c(c1)Sc1cc(N(C)C)ccc1N2C(=O)c1ccccc1,-2,4,·,-33
CCOC(=O)N1CCc2c(sc3[nH]c(=S)[nH]c(=S)c23)C1,-47,6,·,-128
COc1ccccc1CNc1ncnc2c1cnn2-c1ccccc1,0,8,·,-20
CCOC(=O)/C(C#N)=C/c1cccc([N+](=O)[O-])c1,16,6,·,-17
COc1ccc(C(CC(=O)N2CCCC(C)C2)c2c(OC)cc(OC)c3ccc(=O)oc23)cc1 (stereo unspecified),13,13,·,-28
O=C(Nc1cccc(-c2nc3ccccc3[nH]2)c1)c1ccc(C(=O)Nc2cccc(-c3nc4ccccc4[nH]3)c2)cc1,-54,151*,·,31
CC/C=C/C(=O)N1CC2(CC(c3cccc(NC(=O)CCCCC)c3)=NO2)C[C@H]1C(N)=O (stereo partly specified),-2,12,·,-3
O=[N+]([O-])c1ccc(/C=[N+](\[O-])CCO)o1,11,7,·,-26
CC1OC(O[C@H]2CC[C@]3(C)C4C=C[C@]56OC[C@@]7(CC[C@@H](C)[C@H](C)C75)[C@H](O)C[C@@]6(C)[C@]4(C)CC[C@H]3C2(C)C)C(OC2OC(CO)C(O)C(O)C2OC2OCC(O)C(O)C2O)C(O)C1O (stereo partly specified),-15,12,·,-21
COc1ccc(C2/C=C\CN(Cc3ccc(N(C)C)cc3)CC(=O)N2Cc2ccc(F)cc2)cc1 (stereo unspecified),2,12,·,-138
S=c1nc[nH]c2c1ncn2C1CCCO1 (stereo unspecified),4,5,·,-25
FC(F)(F)c1ccc(C2[C@H]3CN(Cc4cccnc4)[C@H](c4ccccc4)C34CC2(c2cccnc2)C4)cc1 (stereo partly specified),24,8,·,-43

# Further results:
smiles,Mcl1 Noxa PPI,Avidin fluor,GSH bead fluor,Mcl1-Bid inh
O=C1/C(=C/c2ccc(O)c(O)c2)Oc2cc(O)ccc21,75*,5,·,-83
COc1ccc(NC(=O)c2nc(C)c(C3(C)CC(c4ccccc4)=NO3)s2)cc1 (stereo unspecified),-4,6,·,-35
COC(=O)[C@@H]1C[C@H]2CC[C@H](O)C[C@H]2N1Cc1ccc(N2CCN(C)CC2)cc1,-1,9,·,-82
CCCNC(=O)c1ccc2c(=O)c(O)c(-c3ccsc3)[nH]c2c1,-104,6,·,-90
CCOC(=O)NNc1ccc2nonc2c1[N+](=O)[O-],97*,6,·,-10
Nc1c2c(nc3c1CCC3)CCCC2,6,6,66,16
CC(C)COCC(CN(Cc1ccccc1)c1ccccc1)N1CCCC1 (stereo unspecified),20,6,67,-16
O=C(Nc1cccc(Cl)c1)Nc1nnc(CSCCOc2ccc(Cl)cc2)s1,12,5,10,-2
O=C1[C@H](CC[C@H](O)c2ccc(F)cc2)[C@@H](c2ccc(O)cc2)N1c1ccc(F)cc1,-3,7,66,10
Cn1nnc2c(C(N)=O)ncn2c1=O,3,7,65,1

# A portion of the library, so the mix of outcomes need not match the whole.
